Assay outcomes: PubChem, National Center for Advancing Translational Sciences (NCATS)
Vif-A3G inh: blocks the Vif interaction with human APOBEC3G; hit rate 0.076% among 410,000; HeLa A3G-eYFP + Vif (tagged APOBEC3G with the HIV-1 protein that degrades it), YFP fluorescence, overnight; AID 602310; Potency, µM (series often up to 46.1 µM), without a hit: at the top dose activity, negative = active, usual class: inhibitors;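 note: potency is the fitted concentration of half-maximal effect; % is set by controls: 0 for no effect and ±100 for the full control effect; nearly all actives have a fitted effect of over 60% in size; hits raise eYFP signal because A3G escapes Vif-driven loss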
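HeLa cells stably expressing Vif and C-terminally eYFP-tagged A3G, seeded overnight at 37 deg C, then exposed to compound by pintool overnight at 37 deg C. Rise in yellow fluorescence (Ex 488/Em 500-530, Acumen) marks blocked Vif-driven A3G degradation.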
LDHA block: inhibitors of human lactate dehydrogenase A; activity change, % (values are at about 110 or 230 µM); AID 1347041; purified LDHA, NADH/diaphorase-resazurin fluorescence; hits give low values; hit rate 0.15% among 480,000; in the data active = activity change below about -30%; inconclusive = mostly about -25% to -30%;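 note: plate controls were DMSO wells for no effect and wells without enzyme for full effect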
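Remaining NADH was detected by diaphorase (0.133 mg/mL) converting 37 µM resazurin to fluorescent resorufin, read at 0 and 20 minutes. The preceding 5-minute room-temperature reaction used 2 nM LDHA, 0.2 mM sodium pyruvate and 0.06 mM NADH at pH 7.4.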
TrxR1 substrate: substrates of rat thioredoxin reductase 1; O89049; purified TrxR1 substrate turnover, NADPH consumption readout; Potency, µM (highest dose often 114 µM), for the others: at the top dose activity change, negative = substrate turnover; hit rate 0.01% among 390,000; AID 588456; note: potency is the fitted concentration of half-maximal effect; % is set by controls: 0 for no effect and ±100 for the full control effect; nearly all actives have a fitted effect of over 50% in size
Target sequence (O89049 whole entry, looked up): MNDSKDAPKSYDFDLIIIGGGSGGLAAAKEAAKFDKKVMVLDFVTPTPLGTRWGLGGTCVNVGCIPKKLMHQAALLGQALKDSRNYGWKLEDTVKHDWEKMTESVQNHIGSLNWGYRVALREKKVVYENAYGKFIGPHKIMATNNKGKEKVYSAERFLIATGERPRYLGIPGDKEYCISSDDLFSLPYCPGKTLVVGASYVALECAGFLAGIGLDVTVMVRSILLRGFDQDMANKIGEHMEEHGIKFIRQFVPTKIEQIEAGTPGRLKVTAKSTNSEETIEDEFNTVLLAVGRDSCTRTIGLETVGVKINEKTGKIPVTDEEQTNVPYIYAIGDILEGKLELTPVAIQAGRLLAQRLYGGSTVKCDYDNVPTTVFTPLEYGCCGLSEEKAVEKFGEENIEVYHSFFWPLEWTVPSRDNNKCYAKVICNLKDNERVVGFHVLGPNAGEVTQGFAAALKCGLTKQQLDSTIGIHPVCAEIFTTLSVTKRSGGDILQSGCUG
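Rat TrxR1, dispensed at 90 nM, was prereduced with 400 uM NADPH (final) for 5 min at ~22 deg C, then incubated with compound 15 min before 400 uM selenite. A first-read NADPH fluorescence drop versus no-compound background flagged substrates.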
USP1-UAF1 inh: USP1/UAF1 (human) deubiquitinase inhibition; O94782; recombinant USP1/UAF1, Ub-Rhodamine cleavage fluorescence; Potency, µM (series often up to 57.1 µM), for the others: at the highest dose activity change, negative = inhibition, hits mostly inhibitors; hit rate 0.23% among 390,000; AID 743255; note: potency is the fitted concentration of half-maximal effect; % is set by controls: 0 for no effect and ±100 for the full control effect; nearly all actives have a fitted effect of over 60% in size; inactives centre near -12
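High-throughput fluorogenic screen: 1nM USP1/UAF1 complex, Ub-Rho substrate 150nM final, 50mM HEPES pH 7.8 with 0.5mM EDTA, 0.1 mg/ml BSA, 1mM TCEP and 0.01% Tween-20.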
IDH1 R132H inh: human IDH1 R132H inhibition; hit rate 0.093% among 390,000; IDH1-R132H enzyme, NADPH consumption, diaphorase/resazurin fluorescence; Potency, µM (highest dose often 76.6 µM), inactives show at the top dose activity change, negative = inhibition, actives largely listed as inhibitors; O75874; note: potency is the fitted concentration of half-maximal effect; % is set by controls: 0 for no effect and ±100 for the full control effect; nearly all actives have a fitted effect of over 65% in size
Target sequence (O75874 whole entry R132H, stated change not applied): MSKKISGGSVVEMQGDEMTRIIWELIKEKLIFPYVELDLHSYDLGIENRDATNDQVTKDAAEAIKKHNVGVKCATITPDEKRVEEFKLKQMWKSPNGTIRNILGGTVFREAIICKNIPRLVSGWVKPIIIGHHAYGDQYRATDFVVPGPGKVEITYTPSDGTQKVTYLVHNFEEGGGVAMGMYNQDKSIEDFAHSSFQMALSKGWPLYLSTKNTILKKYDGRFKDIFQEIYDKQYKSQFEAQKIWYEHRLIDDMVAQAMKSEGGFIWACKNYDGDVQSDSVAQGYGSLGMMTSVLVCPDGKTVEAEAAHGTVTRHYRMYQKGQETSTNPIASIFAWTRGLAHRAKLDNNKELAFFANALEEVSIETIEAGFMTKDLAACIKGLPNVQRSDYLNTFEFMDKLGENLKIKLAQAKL
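IDH1-R132H (0.5 ug/mL dispensed) in pH 7.5 Tris buffer was preincubated 30 min with compound, then given a substrate mix of 0.016 mM NADPH and 2 mM alpha-KG for 80 min at room temperature; remaining NADPH was read by diaphorase/resazurin fluorescence.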
Vif-A3F inh: inhibitors of Vif-A3F interaction | Potency, µM (doses to about 46.1 µM), for the others: at the highest dose activity, negative = active | HeLa A3F-eYFP + Vif (tagged APOBEC3F with the HIV-1 protein that degrades it), YFP fluorescence increase | AID 602313 | hit rate 0.2% among 390,000; note: potency is the fitted concentration of half-maximal effect; % of control where 0% means no effect; nearly all actives have a fitted effect of over 65% in size
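HeLa cells stably expressing Vif plus C-terminally eYFP-tagged A3F were seeded, incubated overnight at 37 deg C, dosed with compound, incubated overnight again at 37 deg C. Yellow fluorescence (Ex 488/Em 500-530) reported blocked Vif-mediated A3F-eYFP degradation.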
TrxR1 inh: blocks rat thioredoxin reductase 1; recombinant rTrxR1, NADPH fluorescence consumption, selenite substrate; Potency, µM (top dose mostly 114 µM), for inactives: at the top dose activity change, negative = inhibition, usual class: inhibitors; O89049; hit rate 1% among 390,000; note: potency is the fitted concentration of half-maximal effect; % is set by controls: 0 for no effect and ±100 for the full control effect; nearly all actives have a fitted effect of over 65% in size
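Rat TrxR1 (90 nM in the dispensed reagent) was pre-reduced with 400 uM NADPH for 5 min at room temperature, then incubated with compound for 15 min. After 400 uM selenite was added, NADPH fluorescence (Ex 340/Em 450 nm) was followed for 8 min.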
RGS4 inh: inhibitors of human regulator of G protein signaling 4; Transcreener GDP fluorescence polarization, RGS4-accelerated GTP hydrolysis; Potency, µM (titrated, usually from 114 µM), for inactives: at the highest dose activity change, negative = inhibition, hits mostly inhibitors; hit rate 0.039% among 390,000; note: potency is the fitted concentration of half-maximal effect; % is set by controls: 0 for no effect and ±100 for the full control effect; nearly all actives have a fitted effect of over 75% in size; some results filed as inactive show a strong effect at the top dose
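MLSMR compounds (23 nl, pin-transferred) preincubated 10 min at room temperature with a 500nM (2x) first reagent, then RGS4 at 900nM (2x) plus Transcreener GDP mix added; fluorescence polarization (620/688 nm) read before and after 90 min at 30 °C.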
GRP78 ERSR act: induces the endoplasmic reticulum stress response in human glioma cells; U87-MG GRP78 promoter luciferase reporter, 16 h; Potency, µM, without a hit: at the top dose activation, most hits filed as activators; hit rate 0.02% among 420,000; AID 602332; note: potency is the fitted concentration of half-maximal effect; series mostly up to about 76 µM; % of control where 0% means no effect; nearly all actives have a fitted effect of over 35% in size
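ERSR induction read as luciferase luminescence (Bright-Glo, 10 min at room temperature) in stably transfected human U87-MG glioma cells exposed to compounds for 16 h, using GRP78 as sensor.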
* = called active by the depositor; ? = inconclusive; · = no result given; [ ] = remark or other dose. Unless noted, calls come from the whole dose curve; as a rule, active = well fitted curve in the direction sought with a large enough effect; inconclusive = small, poorly fitted or top-dose-only effect, or another doubt; inactive = no such curve, though single readings can be large; an effect the other way counts as inactive or inconclusive.

SMILES	Vif-A3G inh	LDHA block	TrxR1 substrate	USP1-UAF1 inh	IDH1 R132H inh	Vif-A3F inh	TrxR1 inh	RGS4 inh	GRP78 ERSR act
CSCCC1NC(=O)N(CC(=O)N2CCc3ccccc3C2)C1=O (stereo not drawn)	-1%	-1	-3%	-22%	-2%	7%	10%	2%	-2%
CCCc1nn2c(=O)cc(COC(=O)c3cccc(NC(=O)CCc4ccccc4)c3)nc2s1	-6%	0	4%[57.1 µM]	-16%	12%	2%	22%[57.1 µM]	-2%	-3%
COc1cc(CNCCc2ccc(S(N)(=O)=O)cc2)ccc1OCC(=O)NC(C)(C)C	3%	-10	-9%	-7%	5%	-4%	-12%	-15%	1%
Cc1ccccc1NC(=O)Cc1nc(COC(=O)c2nccnc2N)cs1	0%	-1	·	-11%	-7%	0%	·	·	-2%
O=C(NCCO)c1ccc2[nH]c3ccccc3c2c1	-2%	0	61%[activator][57.1 µM]	-1%	8%	0%	22%[57.1 µM]	22%	4%
CC(C)C[C@@]12C(=O)N(c3cccc(Cl)c3)C(=O)N1[C@H](c1ccc(F)cc1)[C@@H]1C(=O)N(C3CCCCC3)C(=O)[C@@H]12	1%	-5	-5%[57.1 µM]	-18%	10%	4%	10%[57.1 µM]	-12%	2%
CSc1cccc(NC(=O)Nc2nc3c(C)cccc3s2)c1	-10%	-4	-3%[57.1 µM]	-22%	-6%	-4%	11%[57.1 µM]	-15%	-5%
COc1ccc(-n2nc(C(C)=O)c(=O)[nH]c2=O)cc1	1%	-11	2%[57.1 µM]	-17%	-12%	14%	7%[57.1 µM]	22%	1%
Cc1nnc(Oc2ccc([N+](=O)[O-])cc2)c2ccccc12	0%	-4	-10%	-13%	1%	-3%	-4%	8%	-1%
COc1cc2nc(C3CC3)n(NC(=O)c3ccc(Cl)cc3)c(=O)c2cc1OC	?	4	-2%	-5%	8%	-1%	1%	-15%	-3%
CC(C)(C)NC(=O)C(c1cccs1)N(C(=O)c1csnn1)c1ccccc1F (stereo not drawn)	-4%	-4	-11%	-20%	6%	0%	-15%	-12%	-3%
CCOC(=O)C1CCCN(C(=O)c2cc(S(=O)(=O)N3CCCCC3)ccc2C)C1 (stereo not drawn)	-2%	-10	4%	-19%	6%	15%	14%	-2%	-2%
Cc1c(NC(NC(=O)CC(C)C)C(Cl)(Cl)Cl)c(=O)n(-c2ccccc2)n1C (stereo not drawn)	1%	-3	0%	-15%	-3%	-6%	18%	21%	-5%
COc1ccc(S(=O)(=O)N2CCOCC2)cc1NC(=O)CN1CCCC1	0%	-9	9%[57.1 µM]	-19%	1%	-37%	9%[57.1 µM]	23%	-3%
CCOc1ccc(CC(=O)OCN2C(=O)c3ccccc3C2=O)cc1	-1%	-4	1%	-22%	-8%	5%	5%[57.1 µM]	-7%	-1%

Full records, looked up by structure. Order of values: Vif-A3G inh, LDHA block, TrxR1 substrate, USP1-UAF1 inh, IDH1 R132H inh, Vif-A3F inh, TrxR1 inh, RGS4 inh, GRP78 ERSR act
Cc1ccccc1NC(=O)Cc1nc(COC(=O)c2nccnc2N)cs1 reads 0%, -1, ·, -11%, -7%, 0%, ·, ·, -2%
COc1ccc(S(=O)(=O)N2CCOCC2)cc1NC(=O)CN1CCCC1 reads 0%, -9, 9%[57.1 µM], -19%, 1%, -37%, 9%[57.1 µM], 23%, -3%
Cc1c(NC(NC(=O)CC(C)C)C(Cl)(Cl)Cl)c(=O)n(-c2ccccc2)n1C (stereo not drawn) reads 1%, -3, 0%, -15%, -3%, -6%, 18%, 21%, -5%
CCOC(=O)C1CCCN(C(=O)c2cc(S(=O)(=O)N3CCCCC3)ccc2C)C1 (stereo not drawn) reads -2%, -10, 4%, -19%, 6%, 15%, 14%, -2%, -2%
Cc1nnc(Oc2ccc([N+](=O)[O-])cc2)c2ccccc12 reads 0%, -4, -10%, -13%, 1%, -3%, -4%, 8%, -1%

Continuation:
SMILES	Vif-A3G inh	LDHA block	TrxR1 substrate	USP1-UAF1 inh	IDH1 R132H inh	Vif-A3F inh	TrxR1 inh	RGS4 inh	GRP78 ERSR act
Cn1c(SCC(=O)c2ccc(F)cc2)nnc1-c1ccccc1N	1%	-2	5%	-2%	8%	-13%	7%	13%	2%
CC(C)(NO)/C(=N\O)c1ccccc1	1%	-3	0%[57.1 µM]	-4%	3%	-7%	13%[57.1 µM]	-31%	-3%
COc1ccc(S(=O)(=O)NCCc2sc(-c3ccccc3)nc2C)cc1F	1%	4	6%[57.1 µM]	-27%	-2%	0%	25%[57.1 µM]	0%	0%
CC(C)(C)NCC(O)COc1ccccc1C1CCCC1 (stereo not drawn)	-3%	-11	-1%	2%	5%	8%	9%	-2%	1%
COc1ccc(N(CC(=O)NN=C2CCCCCCC2)S(=O)(=O)c2ccccc2)cc1Cl	-1%	-10	-5%	-6%	-9%	-1%	5%	-18%	-1%
COc1ccc(N2C3=C(C(=O)CC(C)(C)C3)C(c3cnn(C)c3)C3=C2CC(C)(C)CC3=O)cc1	0%	3	323%[activator]	-19%	2%	6%	33%[activator]	2%	-3%
COc1ccc(C2=CC3=C(Br)C(=O)C(C)(OC(=O)c4ccc(Cl)nc4)C(=O)C3=CO2)cc1 (stereo not drawn)	0%	11	8%	-32%	7%	-3%	13µM*	?	1%
COc1ccc(C2CC(=O)c3c(ccc4ccccc34)N2)cc1OC (stereo not drawn)	1%	-8	2%[57.1 µM]	-16%	-5%	1%	18%[57.1 µM]	-3%	-4%
CN(C)c1ccc(/C=C(/NC(=O)c2ccccc2)C(=O)NCCCn2ccnc2)cc1	2%	-1	-10%	?	-1%	7%	5%	4%	1%
COc1ccccc1CNC(=O)CCN1C(=O)COc2ccccc21	-7%	-1	3%[57.1 µM]	-15%	-5%	6%	11%[57.1 µM]	5%	-2%
CCc1nc2ccc(C)cc2c(C(=O)NC2CCCCC2C)c1C (stereo not drawn)	1%	0	-1%	-23%	3%	-4%	5%	13%	-2%
COc1cccc2cc(C(=O)N3CCCc4ccccc43)oc12	-6%	-2	-2%	-15%	18%	3%	8%	-23%	-1%
Cc1c(C)c2ccc(OCC(=O)Nc3ccc(CN4CCOCC4)cc3)cc2oc1=O	-1%	-2	48%[activator]	-22%	8%	-9%	0%	-35%	-1%
Cc1ccc(OCCC(=O)Nc2ccc3c(c2)OCO3)cc1	8%	-1	-3%	-2%	1%	4%	3%	8%	2%
Cc1nn(-c2ccccn2)c2c1-c1nc(N)ncc1CC2	1%	4	73%[activator][57.1 µM]	-19%	1%	1%	14%[57.1 µM]	-12%	-4%
C=CCn1c(=O)c(C(C)=O)cn(N(C)c2ncc(C(F)(F)F)cc2Cl)c1=O	-6%	-10	4%	-14%	21%	0%	22%[57.1 µM]	?	-1%
S=C(NCc1ccco1)Nc1ccc(Cl)cc1Cl	1%	-4	-5%	-11%	1%	-1%	-17%	-37%	1%
CC1=C2C3OC(=O)C(C)C3CCC2(C)C=C(Cl)C1=O (stereo not drawn)	2%	-5	·	-2%	-1%	3%	·	·	-2%
COc1ccc(/C(N)=N/OC(=O)CCc2ccccc2)cc1	1%	-9	-8%	-15%	0%	-8%	-14%	1%	4%
O=C(Nc1c2c(nn1-c1ccc(Cl)cc1)CS(=O)(=O)C2)c1ccc(Br)cc1	-4%	-4	0%[57.1 µM]	-14%	-7%	1%	16%[57.1 µM]	-10%	-5%
CC(C)(C)c1cc(Br)c(O)c(N=Nc2ccc(S(=O)(=O)N3CCOCC3)cc2)c1	-11%	2	-8%	-26%	-2%	?	-14%	3%	-2%
COc1cccc(N(C(=O)Cn2nnc(-c3ccc(C)o3)n2)C(C(=O)NC2CCCC2)c2ccncc2)c1 (stereo not drawn)	3%	-6	3%	-15%	17%	?	20%	-4%	-4%

Filtered by structure, the entries above containing a furan ring, fused or not
SMILES	Vif-A3G inh	LDHA block	TrxR1 substrate	USP1-UAF1 inh	IDH1 R132H inh	Vif-A3F inh	TrxR1 inh	RGS4 inh	GRP78 ERSR act
COc1cccc2cc(C(=O)N3CCCc4ccccc43)oc12	-6%	-2	-2%	-15%	18%	3%	8%	-23%	-1%
S=C(NCc1ccco1)Nc1ccc(Cl)cc1Cl	1%	-4	-5%	-11%	1%	-1%	-17%	-37%	1%
COc1cccc(N(C(=O)Cn2nnc(-c3ccc(C)o3)n2)C(C(=O)NC2CCCC2)c2ccncc2)c1 (stereo not drawn)	3%	-6	3%	-15%	17%	?	20%	-4%	-4%

Not all compounds are listed; count on the stated rates, not on these rows.
